RGS4 inhibitor: Inhibitors of Regulator of G Protein Signaling (RGS) 4: qHTS | Transcreener GDP fluorescence polarization, RGS4-accelerated GTP hydrolysis | Potency, µM (series often up to 114 µM), for inactives: at the top dose activity change, negative = inhibition, actives largely listed as inhibitors | 390,000 compounds, 0.039% hits | AID 504845, 2011; also: % is scaled to controls: 0 for no effect and ±100 for the full control effect; nearly all actives have a fitted effect of over 75% in size; some results filed as inactive show a strong effect at the top dose
Target sequence (P49798 whole entry, looked up): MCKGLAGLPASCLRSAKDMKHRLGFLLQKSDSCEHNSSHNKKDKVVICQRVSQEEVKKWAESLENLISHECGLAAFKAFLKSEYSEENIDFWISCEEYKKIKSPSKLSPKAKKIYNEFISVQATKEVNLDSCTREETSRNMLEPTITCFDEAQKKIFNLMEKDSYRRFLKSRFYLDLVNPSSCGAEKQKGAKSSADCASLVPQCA
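MLSMR compounds (23 nl, pin-transferred) preincubated 10 min at room temperature with a 500nM (2x) first reagent, then RGS4 at 900nM (2x) plus Transcreener GDP mix added; fluorescence polarization (620/688 nm) read before and after 90 min at 30 °C.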
JMJD2A Tudor: qHTS Assay for Inhibitors of JMJD2A-Tudor Domain; 390,000 compounds, 4.4% hits; AlphaScreen JMJD2A-Tudor / H3K4me3 peptide binding; Lysine-specific demethylase 4A (Homo sapiens), O75164; Potency, µM (titrated, usually from 114 µM), for inactives: at the highest dose activity change, negative = inhibition, actives largely listed as inhibitors; also: % is scaled to controls: 0 for no effect and ±100 for the full control effect; nearly all actives have a fitted effect of over 50% in size
ALOX12 inh: Primary qHTS assay for inhibitors of human arachidonate 12S-lipoxygenase (ALOX12): Round 2 | Polyunsaturated fatty acid lipoxygenase ALOX12 (Homo sapiens), P18054 | purified 12hLO, xylenol orange hydroperoxide absorbance | Potency, µM (top dose mostly 108 µM), inactives show at the top dose activity change, negative = inhibition, actives largely listed as inhibitors | 580,000 compounds, 1.1% hits | AID 1671190, 2021; also: % is scaled to controls: 0 for no effect and ±100 for the full control effect
Target sequence (P18054 whole entry, looked up): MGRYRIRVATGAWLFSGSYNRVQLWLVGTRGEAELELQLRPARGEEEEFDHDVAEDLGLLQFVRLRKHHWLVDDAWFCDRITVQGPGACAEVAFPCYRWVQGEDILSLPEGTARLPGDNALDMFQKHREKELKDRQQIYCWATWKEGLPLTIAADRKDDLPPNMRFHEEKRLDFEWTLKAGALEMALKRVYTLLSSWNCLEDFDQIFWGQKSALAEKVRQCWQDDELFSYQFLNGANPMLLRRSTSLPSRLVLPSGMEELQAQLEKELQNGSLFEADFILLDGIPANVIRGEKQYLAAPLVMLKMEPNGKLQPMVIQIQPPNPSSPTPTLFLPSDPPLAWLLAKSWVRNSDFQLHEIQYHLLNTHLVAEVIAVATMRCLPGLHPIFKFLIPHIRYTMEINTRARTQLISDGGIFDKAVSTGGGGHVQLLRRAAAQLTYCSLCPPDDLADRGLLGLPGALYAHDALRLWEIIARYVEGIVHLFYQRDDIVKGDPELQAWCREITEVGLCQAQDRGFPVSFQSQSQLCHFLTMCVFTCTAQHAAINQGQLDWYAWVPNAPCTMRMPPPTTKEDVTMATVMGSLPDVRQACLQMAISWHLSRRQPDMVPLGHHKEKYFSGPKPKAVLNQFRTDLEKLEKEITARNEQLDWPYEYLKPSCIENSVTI
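Purified human 12hLO (150 nM final) in 25 mM Hepes, 0.01% Triton X-100, pH 7.0 was preincubated 15 min at room temperature with compound. Then 40 uM arachidonic acid was added, 30 min. Hydroperoxide was read by Fe-XO absorbance ratio 573/405 nm.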
HP1b binding inh: HTS for Inhibitors of HP1-beta Chromodomain Interactions with Methylated Histone Tails | Chromobox protein homolog 1 (Homo sapiens), P83916 | AlphaScreen HP1-beta / biotin-H3K9me3 peptide binding | Potency, µM (highest dose often 114 µM), for the others: top-dose activity change, negative = inhibition, usual class: inhibitors | 390,000 compounds, 0.56% hits | AID 540317, 2011; also: nearly all actives have a fitted effect of over 70% in size; inactives centre near 23
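AlphaScreen: HP1-beta (50 nM) preformed 30 min with biotin-H3(1-18)K9me3 peptide (50 nM) in PBS pH 7.4, 0.01% Tween-20. Compound added for 30 min at RT, then streptavidin donor/nickel chelate acceptor beads (10 ug/mL) for 30 min.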
TrxR1 inh: qHTS Assay for Inhibitors of Mammalian Selenoprotein Thioredoxin Reductase 1 (TrxR1): qHTS; Thioredoxin reductase 1, cytoplasmic (Rattus norvegicus), O89049; recombinant rTrxR1, NADPH fluorescence consumption, selenite substrate; Potency, µM (doses to about 114 µM), for inactives: at the highest dose activity change, negative = inhibition, usual class: inhibitors; 390,000 compounds, 1% hits; also: % is scaled to controls: 0 for no effect and ±100 for the full control effect; nearly all actives have a fitted effect of over 65% in size
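Rat TrxR1 (90 nM in the dispensed reagent) was pre-reduced with 400 uM NADPH for 5 min at room temperature, then incubated with compound for 15 min. After 400 uM selenite was added, NADPH fluorescence (Ex 340/Em 450 nm) was followed for 8 min.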
Pin1 inh: qHTS Assay to Find Inhibitors of Pin1. 390,000 compounds, 0.009% hits. Pin1 FP peptide displacement, HiFluor488, 10 min. Potency, µM (top dose mostly 115 µM), inactives show top-dose activity, negative = inhibition, actives largely listed as inhibitors. Peptidyl-prolyl cis-trans isomerase NIMA-interacting 1 (Homo sapiens), Q13526; active = well fitted inhibition curve with a large enough effect in the polarisation, with a control signal flat, not every such curve was filed as active; inconclusive = small, poorly fitted or top-dose-only effect, or effect the other way, or a change in a side signal; inactive = no such curve, though single readings can be large or run the other way; the % refers to the polarisation; also: % is scaled to controls: 0 for no effect and ±100 for the full control effect
Target sequence (Q13526 whole entry, looked up): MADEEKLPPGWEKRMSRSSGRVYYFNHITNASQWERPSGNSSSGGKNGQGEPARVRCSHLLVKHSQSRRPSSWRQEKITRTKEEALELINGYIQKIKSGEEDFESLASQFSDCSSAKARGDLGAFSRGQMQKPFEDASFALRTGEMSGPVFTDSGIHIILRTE
ERG-DNA inh: qHTS for Small Molecule Inhibitors of the ERG Ets/DNA interaction | Transcriptional regulator ERG (Homo sapiens), P11308 | fluorescence polarization, His-ERG Ets domain / labelled DNA | Potency, µM (top dose mostly 76.9 µM), without a hit: top-dose FP activity, negative = inhibition, actives largely listed as inhibitors | 370,000 compounds, 0.028% hits; active = well fitted inhibition curve with a large enough effect in the polarisation, with a control signal flat; inconclusive = small, poorly fitted or top-dose-only effect, or effect the other way, or a change in a side signal; inactive = no such curve, though single readings can be large or run the other way; the % refers to the polarisation;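 also: polarization taken with two DNA probes labelled with fluorescein and Texas red; % of control where 0% means no effect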
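His-tagged ERG Ets domain (1 uM in the protein solution; 300mM KCl, 50mM Tris-HCl, 1mM EDTA, 1mM DTT, pH 7.5) received compound, then a probe mix of 5 nM fluorescein-DNA and 100nM Texas-615-DNA. Fluorescence polarization was read for both dyes.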
GLS inhibitor: qHTS for Inhibitors of Glutaminase (GLS); GLS enzymatic activity, qHTS titration; Potency, µM (series often up to 45.5 µM), inactives show top-dose activity change, negative = inhibition, most hits filed as inhibitors; 410,000 compounds, 0.21% hits; AID 624170, 2012; also: % is scaled to controls: 0 for no effect and ±100 for the full control effect
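Glutamate formation by hKGA was monitored fluorometrically using coupled glutamate oxidase, HRP and Amplex Red. Substrate was added as 1 mM L-glutamine solution; incubation was 30 min at RT after an initial read.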
Tb PGK inh: qHTS Assay to Find Inhibitors of Phosphoglycerate Kinase; PGK/GAPDH coupled, Kinase-Glo luminescence, 60 min; Potency, µM (doses to about 57.5 µM), for the others: at the highest dose activity change, negative = inhibition, most hits filed as inhibitors; AID 602233, 2012; Phosphoglycerate kinase, glycosomal (Trypanosoma brucei brucei), P07378; 380,000 compounds, 0.043% hits; also: % is scaled to controls: 0 for no effect and ±100 for the full control effect; nearly all actives have a fitted effect of over 60% in size
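Recombinant glycosomal PGK reaction used 1,3-bisphosphoglycerate generated in-well by GAPDH (100nM final) in 100mM TEA pH 7.6, 5mM MgCl2, 0.01% Tween-20. After 60 minutes at room temperature, ATP was read by Kinase-Glo Plus luminescence end-point.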
An asterisk follows results filed as active; i = inactive; ? = inconclusive; . = not tested or not shown; & = joins results of further samples; [ ] = dose if it differs, or a comment. Unless noted, calls follow the shape of the dose curve; as a rule, active = well fitted curve in the direction sought with a large enough effect; inconclusive = small, poorly fitted or top-dose-only effect, or another doubt; inactive = no such curve, though single readings can be large; an effect the other way counts as inactive or inconclusive. Potency is read from the fitted curve at half-maximal effect. Not all compounds are listed, so the mix of outcomes need not match the whole.

nr	RGS4 inhibitor	mol	JMJD2A Tudor	ALOX12 inh	HP1b binding inh	TrxR1 inh	Pin1 inh	ERG-DNA inh	GLS inhibitor	Tb PGK inh
1	12.3%	Cc1cc(C)n2nc(SC(C)C(=O)N3CCOCC3)nc2n1 (stereo unspecified)	-4.8%	-0.5%	43.5%[activator]	19.8%	8.5%	3.1%	0.8%	-5.1%
2	-17.0%	CC(=O)Oc1ccc(C2OC(=O)c3ccccc3N2C(C)=O)cc1 (stereo unspecified)	-18.7%	0.1%	21.6%	11.2%	2.4%	-5.1%	-14.3%	-7.9%
3	-13.2%	COC(=O)c1ccsc1NS(=O)(=O)c1ccccc1	1.5%	i	25.6%	-4.2%	?	51.1%[activator]	0.8%	-2.1%
4	-32.3%	O=C(COC(=O)c1cncc(Br)c1)NCc1ccco1	-35.8%	?	29.8%	-18.2%	?	-9.7%	?	?
5	2.1%	O=C(Cn1ncc2ccsc2c1=O)N1CCN(c2ccc(Cl)cc2)CC1	-20.2%	-23.7%	18.2%	12.9%	-2.3%	4.7%	7.0%	-0.2%
6	-39.3%	CCCN(C(=O)c1cccc(-n2cccc2)c1)c1c(N)n(Cc2ccccc2)c(=O)[nH]c1=O	15.8µM*	?	44.7µM*	25.2%	-8.6%	18.3%	?	?
7	33.0%	CCOC(=O)N1CCN(C(=O)c2cc(-n3cnnc3)ccc2Cl)CC1	-5.1%	11.2%	27.1%	15.3%	-5.8%	2.1%	0.4%	-0.1%
8	-12.1%	O=C(N/N=C\C=C\c1ccc2c(c1)OCO2)C1COc2cc3ccccc3cc2O1 (stereo unspecified)	-29.7%	0.6%	28.3%	20.4%[57.1 µM]	10.4%	-2.7%	-0.9%	-4.5%
9	?	CN(C)S(=O)(=O)c1ccc(C(=O)Nc2nnc(SCC(=O)NCC3CCCO3)s2)cc1 (stereo unspecified)	-5.5%	305.4%[activator]	52.6%[activator]	-13.7%	-1.6%	16.7%	-1.3%	-0.6%
10	16.1%[11.4 µM]	COc1ccc(NS(=O)(=O)c2ccc(NC(=O)C(CCSC)NC(N)=O)cc2)cc1 (stereo unspecified)	-5.9%[11.4 µM]	-28.0%	33.6%	19.6%	-6.9%	-4.3%	-6.7%	-7.0%
11	12.7%	O=c1cc(N2CCCCC2)c(-c2ccccc2)n[nH]1	-1.5%[11.4 µM]	0.8%	43.1%[activator]	8.7%[57.1 µM]	0.4%	-2.7%	2.9%	5.1%
12	-10.2%	O=C(COc1ccc(Cl)cc1[N+](=O)[O-])N1CCCCC1	-9.2%	0.2%	40.3%[activator]	9.5%	-1.5%	0.8%	-3.2%	-0.9%
13	7.8%	CC(=O)N1CCN(CCN=CC2=C(O)CC(C)(C)CC2=O)CC1	3.2%	-16.8%	35.8%	-17.2%	-3.8%	0.6%	4.4%	0.5%
14	-25.5%	COc1cccc(C=NNc2nnc(NN=Cc3cccc(OC)c3OC)c3ccccc23)c1OC	35.5µM*	-29.5%	?	26.2%[11.4 µM]	?	9.3%	19.3%	-5.8%
15	-2.1%[11.4 µM]	CC(C)CC(=O)Nc1ccc(Nc2ccccc2)cc1	3.1%[57.1 µM]	?	-5.7%	15.2%	2.2%	2.3%	-38.8%	-11.6%
16	-16.5%	CC(=O)N1CCN(C(=O)COC(=O)c2ccc(S(C)(=O)=O)cc2)CC1	-10.3%	-1.2%	5.3%	8.3%	-2.7%	3.8%	-5.7%	9.8%
17	15.0%	COC(=O)C1=C(C(=O)OC)[C@@H]2N(C)c3ccc(OC)cc3[C@@]23C[C@@H](C(=O)OC)N(C(=O)NCCBr)C3=N1	?	-11.4%	-4.6%	15.2%[57.1 µM]	2.7%	16.2%	14.4%	i
18	23.2%	N#Cc1nc(COc2ccc(F)cc2)oc1N1CCCCC1	-18.0%	?	-7.1%	8.4%[57.1 µM]	1.5%	-8.1%	5.7%	-5.2%
19	-8.4%	COc1ccc(C(C)NC(=O)CCc2ccccc2)cc1 (stereo unspecified)	-1.4%	0.0%	30.9%	6.8%[57.1 µM]	-3.7%	-0.4%	-14.1%	2.6%
20	4.3%&11.9%	C=C1C[C@]23C[C@@]1(O)CC[C@H]2[C@@]12C=C[C@H](O)[C@@](C)(C(=O)O1)[C@H]2[C@@H]3C(=O)O	-6.2%&-17.9%	?	51.5%&14.2%[activator]	11.8%&13.7%	-0.3%&-15.3%	-7.7%&-6.8%	-0.5%&1.4%	6.5%&-9.5%
21	8.0%	Cc1ccc(-c2nnc(NCc3nc4ccccc4[nH]3)c3ccccc23)cc1S(=O)(=O)N1CCOCC1	-20.0%	.	23.9%	-3.8%	48.0%[activator]	.	4.5%	1.2%
22	9.8%	O=C(CN(Cc1ccco1)Cc1cccs1)N1CCN(S(=O)(=O)c2cccc(F)c2)CC1	-27.7%	-1.4%	8.1%	-5.8%	25.0%	23.6%	-3.9%	-3.0%
23	-18.6%	Cc1cccc(C)c1NC(=O)CCN1C(=O)C2C3CCC(C3)C2C1=O (stereo unspecified)	-8.1%	0.0%	33.6%	11.3%	13.5%	9.3%	-2.2%	-5.7%
24	1.1%	O=C(Nc1ccc(Cl)cc1)N(Cc1nc2ccccc2c(=O)[nH]1)Cc1cccs1	-21.3%	6.8%	11.6%	1.3%	2.2%	6.5%	1.5%	-5.1%
25	-2.3%	COc1ccc2cc(C#N)c(SCC(=O)N3CCCC3)nc2c1	-3.2%	?	41.1%[activator]	-23.2%	7.0%	4.1%	-11.8%	i
26	-36.8%	CC(OC(=O)c1cccc(NS(C)(=O)=O)c1)C(=O)Nc1ccc(N2CCOCC2)cc1 (stereo unspecified)	-14.7%	0.0%	5.1%	11.8%	-3.5%	0.4%	85.4%[activator]	i
27	-17.6%	Cc1cccc(OCc2n(CC(=O)OC3CC(C)CCC3C(C)C)c3ccccc3[n+]2C)c1 (stereo unspecified)	-34.7%	.	-19.5%	4.2%[57.1 µM]	6.1%	20.3%	-6.7%	0.0%
28	-14.5%	CCOCCOC(=O)COc1ccc2c(=O)c(Oc3ccc(OC)cc3)coc2c1	-4.7%	-2.8%&12.0%	66.7%[activator]	10.3%	5.2%	-4.8%	-2.1%	.
29	33.4%	COC(=O)C1=C(C)N(c2ccc(C(=O)OC)cc2)C(=O)C1	-18.0%	?	10.0%	-25.8%[57.1 µM]	-0.8%	-7.6%	2.0%	-6.8%
30	19.1%[11.4 µM]	CNC(=S)N/N=C/c1ccc(-c2ccc(C(=O)O)cc2)o1	-3.7%[11.4 µM]	?	?	?	1.0%	8.9%	6.8%	?
31	19.9%	O=C(c1cnn(-c2nc3ccccc3s2)c1)c1ccccc1O	-12.6%	25.6%	6.4%	-3.5%	25.0%	2.5%	12.1%	-8.7%
32	0.4%	COc1ccc(C[C@H]2CN3C(=NC[C@@H]3Cc3ccc(O)cc3)N2CCNC(=O)c2ccc(C)c(Br)c2)cc1	?	?	-12.1%	11.4%[57.1 µM]	-1.6%	-1.3%	-10.1%	-4.1%
33	-4.9%	CC(=O)NC(CC(=O)NNC(=O)COc1c(C)cccc1C)c1ccccc1 (stereo unspecified)	-7.6%	6.4%	27.2%	5.0%[11.4 µM]	-8.4%	-4.7%	-0.1%	-4.3%
34	-0.1%	Cc1cccc(NC(=S)NCCc2c[nH]c3ccccc23)c1	?	39.8µM*	-26.4%	-17.9%	-6.8%	-14.6%	7.0%	-3.3%
35	30.8%	CC1(C)CC(=O)C(C=Nc2ccncc2)=C(O)C1	?	5.4%	10.5%	16.7%	-1.6%	.	-4.1%	-7.5%[11.5 µM]
36	-10.8%	COc1ccc(NC(=O)c2cccc(Cn3cc(Br)cn3)c2)cn1	8.2%	-21.8%	27.6%	8.9%[57.1 µM]	?	-4.8%	-1.7%	-9.7%
37	19.8%	CCc1nnc(NC(=O)CSc2nnc(COc3ccc(C)cc3)n2-c2ccccc2)s1	0.0%	0.0%	33.3%	18.1%[57.1 µM]	1.5%	0.4%	6.0%	3.3%
38	10.7%	Cc1cc(S(=O)(=O)Nc2c(C)nn(C)c2C)c(Cl)cc1Cl	-9.3%	159.1%[activator]	27.4%	6.8%	-0.1%	?	-6.3%	2.4%

Along the list, as entered above.
Compounds 27 to 37 in ALOX12 inh: ., -2.8%&12.0%, ?, ?, 25.6%, ?, 6.4%, 39.8µM*, 5.4%, -21.8%, 0.0%
Compounds 27 to 37 in Pin1 inh: 6.1%, 5.2%, -0.8%, 1.0%, 25.0%, -1.6%, -8.4%, -6.8%, -1.6%, ?, 1.5%

Screening data deposited in PubChem by National Center for Advancing Translational Sciences (NCATS).
